# hgDAF-12 ag = activates the H. glycines DAF-12 receptor ligand-binding domain; HEK293 GAL4-hgDAF12 UAS-luciferase reporter, agonist luminescence; normalized to butyrate control; activation, % at 6.8 µM; 1.8% of 370,000 active; AID 687014;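 active means activation above a cutoff set at the mean of all screened compounds plus 3 SD, cut at about 10% in these data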;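 further: 0% = DMSO wells and 100% = sodium butyrate wells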
# SMARCA2 act = increases SMARCA2 function in MMTV reporter cells. 1% of 370,000 active. activation, % at 9.1 µM. AID 652017. MG213 cells, MMTV-luciferase reporter, dexamethasone, overnight; in the data active means activation above about 7.8%;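 further: 0% = vehicle wells and 100% = reference activator wells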
# GC-B act = GC-B (human) receptor activation | activation, % at 10 µM | 0.11% of 370,000 active | AID 1920062 | HEK293-GC-B cells, CNP EC30, cGMP TR-FRET; 0% at EC30 CNP, 100% saturating CNP | P20594;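 active means activation at 10 µM reaching about 35% in either raw or pattern-adjusted values, limit read from the data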
# DAX1 inh-1 = DAX1 (NR0B1) inhibition, primary screen; HEK293T StAR-luciferase reporter, SF-1/DAX-1 repression relief; inhibition, % at 6.8 µM; 1.1% of 370,000 active; AID 652010;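 active means inhibition above the mean over all tested compounds plus 3 SD, cut at about 3.6% in these data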;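 further: 0% = DAX-1 cells with DMSO and 100% = cells lacking DAX-1 with DMSO; higher inhibition means more luminescence from relief of DAX-1 repression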
# DAX1 inh-2 = inhibits human nuclear receptor DAX1. P51843. inhibition, % at 6.75 µM. HEK293 Gal4-DAX1 luciferase reporter, luminescence. 0.99% of 340,000 active. AID 504766;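 active means inhibition above the mean over all tested compounds plus 3 SD, cut at about 4.2% in these data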;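 further: 0% = DAX1-transfected cells with DMSO and 100% = empty-vector control cells with DMSO; inhibition shows as a rise in luminescence from relieved DAX1 repression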
# Target sequence (P51843 207-470 limits assumed): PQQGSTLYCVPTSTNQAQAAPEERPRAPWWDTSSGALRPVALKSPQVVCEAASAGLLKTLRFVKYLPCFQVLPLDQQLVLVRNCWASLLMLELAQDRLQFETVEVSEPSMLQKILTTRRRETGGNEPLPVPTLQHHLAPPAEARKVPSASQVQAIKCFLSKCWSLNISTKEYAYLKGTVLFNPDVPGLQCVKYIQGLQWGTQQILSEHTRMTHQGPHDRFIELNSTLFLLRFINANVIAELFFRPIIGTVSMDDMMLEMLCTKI
# proKLK7 act = activates the human kallikrein-7 zymogen; P49862; purified proKLK7, EDANS-DABCYL substrate fluorescence; 100% is mature enzyme control, 0% vehicle; activation, % at 7 µM; 0.9% of 370,000 active;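 active means activation above the mean of all tested compounds plus 3 SD, computed per campaign excluding outliers beyond control limits, cut at about 13% in these data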
# Target sequence (P49862 whole entry, looked up): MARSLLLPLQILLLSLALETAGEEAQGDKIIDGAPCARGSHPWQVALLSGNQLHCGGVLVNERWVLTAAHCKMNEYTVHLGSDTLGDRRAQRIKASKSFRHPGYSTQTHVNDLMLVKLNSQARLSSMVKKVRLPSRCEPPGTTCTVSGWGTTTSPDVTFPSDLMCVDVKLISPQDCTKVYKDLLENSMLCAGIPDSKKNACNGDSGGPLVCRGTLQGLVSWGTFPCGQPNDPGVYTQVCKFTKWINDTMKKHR
# FXN GAA850 act = activators of GAA850 frataxin (FXN) promoter | HEK293 lucGAA850 FXN promoter luciferase reporter, 24 h; percent of 10 µM SAHA response | 0.56% of 360,000 active | AID 540364 | activation, % at 6 µM;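 active means activation above the average of all compounds screened plus 3 SD, cutoff fixed separately per campaign, cut at about 7.5% in these data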;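 further: 0% = DMSO wells and 100% = 10 µM SAHA wells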
# hcDAF12 agonist = activates DAF-12 receptor from parasite H. contortus; HEK293 hcDAF-12 lit1-tk-luc reporter, luminescence; 0% DMSO, 100% Δ7-dafachronic acid; activation, % at 6.8 µM; 1.4% of 370,000 active;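 active means activation above the mean of all tested compounds plus 3 SD, cut at about 5.5% in these data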;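 further: 100% = response to 3 µM Δ7-dafachronic acid high control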
# sPLA2-III inh = Inhibits HGIII-sPLA2 liposome hydrolysis, primary screen; QFRET BODIPY PC-A2 liposome hydrolysis, fluorescence; inhibition, % at 12.2 µM; 0.56% of 370,000 active; AID 743126;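 active means inhibition above mean plus 3 SD of compounds lying within the high and low control bounds, cut at about 19% in these data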;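 further: 0% = median of test compound wells and 100% = no enzyme DMSO wells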
# Target sequence (Q9NZ20 whole entry, looked up): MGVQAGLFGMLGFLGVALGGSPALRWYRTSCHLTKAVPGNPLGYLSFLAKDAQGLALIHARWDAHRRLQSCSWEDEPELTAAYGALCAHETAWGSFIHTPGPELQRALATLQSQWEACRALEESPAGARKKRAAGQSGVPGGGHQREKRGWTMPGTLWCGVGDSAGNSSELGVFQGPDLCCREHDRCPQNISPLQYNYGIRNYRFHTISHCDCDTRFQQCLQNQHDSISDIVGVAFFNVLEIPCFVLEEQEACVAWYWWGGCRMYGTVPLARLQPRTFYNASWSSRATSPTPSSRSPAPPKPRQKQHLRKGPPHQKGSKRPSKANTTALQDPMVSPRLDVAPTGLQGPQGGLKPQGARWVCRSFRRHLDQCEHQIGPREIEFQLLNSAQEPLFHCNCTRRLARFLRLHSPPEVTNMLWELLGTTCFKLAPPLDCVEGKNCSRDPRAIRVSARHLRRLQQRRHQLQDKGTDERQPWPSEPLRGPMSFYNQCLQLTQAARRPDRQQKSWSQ
# GC-A act = GC-A (human) enzyme activation | P16066 | activation, % at 10 µM | AID 1671463 | HEK293 GC-A cells, cGMP TR-FRET, EC30 ANP; 0% at EC30 ANP, 100% saturating ANP | 0.14% of 370,000 active; in the data active means activation above about 40%
# ssDAF-12 act = S. stercoralis DAF-12 activation, primary screen; HEK293 ssDAF-12/GRIP1 lit1-tk-luc reporter, luminescence; % of 3 µM dafachronic acid response; activation, % at 6.8 µM; 1% of 370,000 active; AID 652126;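 active means activation above the mean over all tested compounds plus 3 SD, cut at about 0.9% in these data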;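 further: 0% = DMSO-only wells and 100% = 3 µM delta7-dafachronic acid wells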
# An asterisk follows results filed as active; · = not tested or not shown.
SMILES,hgDAF-12 ag,SMARCA2 act,GC-B act,DAX1 inh-1,DAX1 inh-2,proKLK7 act,FXN GAA850 act,hcDAF12 agonist,sPLA2-III inh,GC-A act,ssDAF-12 act
COc1ccc(NC(=O)c2cc(-c3sc(NC(=O)c4ccccc4)nc3C)n(CCO)n2)cc1,4.2,-1,4,-2.2,·,0.8,·,-2.6,-3,3,-1.1
CN(C)c1ccc(/C=N/NC(=O)CCc2nc3ccccc3[nH]2)cc1,0.3,-2,-4,-0.4,-0.2,1.8,0.8,-0.9,-1,-5,-1.6
CSc1nnc(Cc2cc(=O)[nH]c(=O)[nH]2)n1-c1cc(C)ccc1C,0.0,-1,2,-0.1,1.2,0.5,1.4,1.1,-21,5,-0.3
CC(=O)Nc1cc(S(=O)(=O)Nc2cccc(C)c2)c(C)cc1C,-1.6,1,-2,-0.9,-0.6,-0.2,0.0,-0.2,-3,-4,-1.8
O=C(NCc1cccc(Cl)c1)c1ccc(-n2ccnc2)c2ccoc12,-0.4,-4,3,-0.4,·,-0.2,1.4,-2.6,-2,2,-1.7
Clc1ccc(-c2nnnn2-c2ccc(Cl)cc2)cc1,0.0,0,-2,-0.6,·,0.0,-0.2,-1.9,-3,1,-1.9
Cc1cccc(N2CCN(S(=O)(=O)c3ccc4c(c3)C(C)(C)C(=O)N4C)CC2)c1C,-3.1,0,-6,0.7,1.5,0.6,0.2,-1.2,1,2,-1.1
CC1Cc2ccccc2N1C(=O)CSc1nc2c(c(=O)n(C)c(=O)n2C)n1Cc1ccccc1 (stereo not given),-6.5,1,27,-1.2,-1.4,0.5,1.8,-0.9,4,24,-1.4
Cc1cc(C)n(C(C)CNC(=O)c2ccc3c(c2)OCO3)n1 (stereo not given),3.0,-2,-3,-0.3,-0.1,-0.4,-0.1,-1.5,13,-2,-1.0
c1ccc2c(Cn3nnc4ccccc43)cccc2c1,-0.1,-2,-3,-0.4,-0.8,0.1,0.0,-2.5,-8,1,0.0
O=S(=O)(c1cc(Cl)cc(Cl)c1O)N1CCC2(CC1)OCCO2,-2.3,0,7,1.2,0.0,0.0,1.6,-1.1,-12,-2,-1.0
COc1ccc(S[C@]2(C(=O)N3CCN(c4ncccn4)CC3)CC(=O)N(S(=O)(=O)c3ccc(F)cc3)[C@@H]2c2ccc(OC)cc2)cc1,0.6,-1,1,-2.6,·,-1.0,·,-1.3,-7,2,-1.6
CCOc1cc(/C=N/NC(=O)c2nnn(-c3nonc3N)c2C)ccc1OCc1ccc(C)cc1,2.2,-6,-9,-1.4,0.4,-0.3,-0.2,-0.6,2,2,-1.1
Cc1nc(SCC(=O)Nc2cccnc2Cl)nc(C)c1C,-1.5,2,2,-1.0,-0.3,0.7,2.2,-0.2,0,5,-2.4
Cc1ccc(S(=O)(=O)N(C)C)cc1NC(=O)CSc1nncs1,0.5,0,1,-0.5,0.0,0.2,0.1,-0.7,-10,0,0.1
COc1ccccc1CN1CCNC(=O)C1CC(=O)N(C)Cc1nc(C)cs1 (stereo not given),0.7,-2,2,-0.7,-0.1,-0.5,2.2,3.4,5,-2,-1.2
Nc1nc(Nc2cccc(Cl)c2)nc(NCc2ccco2)c1[N+](=O)[O-],5.2,0,-6,0.7,0.6,0.8,7.2,1.6,-1,11,-0.6
CC(NC(=O)/C=C/c1ccco1)c1nc2ccccc2n1Cc1c(Cl)cccc1Cl (stereo not given),-4.1,-3,0,-0.3,-1.5,-0.9,1.9,-2.0,-8,-7,-1.5
CCOC(=O)CNC(=O)CSc1nnc(-c2ccccc2)n1Cc1ccco1,1.5,0,-1,0.0,0.6,-0.4,0.3,-0.1,-2,2,-1.5
O=C(N/C(=C\c1cccnc1)C(=O)N1CCCCC1)c1cccc(Br)c1,-0.8,-2,-1,-0.3,-1.3,0.2,-0.1,2.3,8,1,-1.2
Fc1ccc(CNc2nc3ccccc3n3nnnc23)cc1,4.1,10*,-3,-0.2,0.9,0.1,4.3,5.7*,-9,5,0.2
CCC(Cc1ccccc1)NC(=O)C1CCN(S(=O)(=O)c2c(C)noc2C)CC1 (stereo not given),-1.9,-1,-3,0.1,-1.5,-0.3,-0.4,-0.1,3,-4,-1.3
CCOC(=O)CN(C(=O)c1ccccc1)c1ccccc1C,2.1,-3,-5,-0.2,0.4,0.3,0.7,-2.0,2,-2,-1.4
O=C(O)c1ccc2c(=O)n(-c3ccc(F)cc3)c(=S)[nH]c2c1,1.9,-3,-1,0.3,-2.2,-0.2,1.6,-2.2,3,0,-1.8
COCC(=O)Oc1cc(-c2ccc(C)cc2C)c(OC(=O)COC)c(-c2ccc(C)cc2C)c1,-4.0,-1,2,1.1,-1.7,1.1,-3.7,-2.6,-19,-2,-0.9
CCCc1nnc(NC(=O)c2ccc([N+](=O)[O-])cc2)s1,-0.4,2,1,-0.1,-0.3,-0.4,3.5,3.6,9,0,-1.7
Cc1cc(C)nc(NC(=O)c2ccccc2O)n1,3.6,-2,-4,1.0,-1.6,-0.1,0.9,2.6,-1,-5,0.6
Cc1cc(C(=O)OCC(=O)N2CC(C)OC(C)C2)ccc1[N+](=O)[O-] (stereo not given),0.6,-3,0,0.3,1.2,0.6,0.3,-0.7,3,2,-1.6
CCOC(=O)[C@@]12CCC3=C1N(CCC3)C(=O)[C@H](CC(=O)N1CCCC1)C2,-1.3,-2,6,-0.4,·,0.0,·,-1.1,7,2,-0.6
Cc1ccc(C(=O)NCC(=O)N/N=C/c2cccs2)cc1[N+](=O)[O-],4.0,-4,-1,-0.4,-3.0,0.2,-0.7,-1.2,3,-4,-1.4
CCCCNC(=O)C1(C)CCCCN1C(=O)c1ccc(OC)c(C(F)(F)F)c1 (stereo not given),1.1,-4,2,-0.7,·,-0.1,-0.9,0.2,5,1,-1.5
O=S(=O)(c1ccc(Oc2ccc(Br)cc2)cc1)N1CCOCC1,-4.8,-1,4,-1.3,-2.0,0.3,-1.7,-1.8,2,7,-1.8
Cc1ccc(NCc2ccccc2O)cc1,4.1,1,0,-0.1,0.7,0.4,3.2,-0.5,-2,6,0.1
CC(=O)Nc1ccc(C(=O)OCC(=O)NCCC2=CCCCC2)cc1,1.5,-2,1,1.0,-2.0,-0.1,0.7,-1.0,3,1,-0.4
COc1cc(NC(=O)C2CCCN(S(=O)(=O)c3ccccc3[N+](=O)[O-])C2)cc(OC)c1 (stereo not given),-4.3,-1,-4,-1.1,·,0.0,·,-2.7,-26,-8,-1.5
NS(=O)(=O)c1ccc(NC(=O)COC(=O)C2(c3ccc(F)cc3)CCCC2)cc1,-0.9,-5,-4,-0.7,-2.1,0.5,-0.1,-5.0,-26,-2,-1.7
O=C(Nc1cccc(-c2ccccc2)c1)N1CCN(C(=O)Nc2cccc(-c3ccccc3)c2)CC1,-2.0,-4,-3,0.2,0.7,0.5,2.2,-0.4,12,-3,-1.5
CCOc1ccc(NC(=O)Nc2cccs2)cc1,11*,5,-5,3.0,0.0,-0.6,5.8,7.3*,7,2,0.6
O=c1[nH]c2ccc(N=Cc3c(O)ccc4cc(Br)ccc34)cc2[nH]1,3.6,-2,-14,0.2,-1.5,-0.9,-2.8,-0.6,-7,-8,-1.1
COc1ccc(C(=O)NCCc2cnc[nH]2)cc1OC,1.0,-2,-5,0.0,2.4,-0.6,1.5,-1.3,8,-1,-1.4

# 3 compounds already listed, ordered by their value in ssDAF-12 act, falling:
smiles,ssDAF-12 act
O=C(Nc1cccc(-c2ccccc2)c1)N1CCN(C(=O)Nc2cccc(-c3ccccc3)c2)CC1,-1.5
Cc1cc(C(=O)OCC(=O)N2CC(C)OC(C)C2)ccc1[N+](=O)[O-] (stereo not given),-1.6
NS(=O)(=O)c1ccc(NC(=O)COC(=O)C2(c3ccc(F)cc3)CCCC2)cc1,-1.7

# Next section:
SMILES,hgDAF-12 ag,SMARCA2 act,GC-B act,DAX1 inh-1,DAX1 inh-2,proKLK7 act,FXN GAA850 act,hcDAF12 agonist,sPLA2-III inh,GC-A act,ssDAF-12 act
COC(=O)C[C@H]1CC[C@H](NC(=O)Nc2ccccc2OC)[C@@H](CO)O1,1.2,-4,4,-0.1,·,-0.2,·,0.0,-1,6,-0.5
Cc1ccc(-c2cn3cccnc3n2)cc1NC(=O)c1c(-c2ccccc2Cl)noc1C,0.2,0,0,-1.6,0.1,-25,-4.6,-2.3,-4,2,-1.9
CC(C)c1ccc(NC(=O)CCS(=O)(=O)c2cccc3nonc23)cc1,-0.6,-2,0,0.0,-1.2,0.1,0.8,-1.7,-11,-3,-1.1
Cc1ccccc1S(=O)(=O)Cc1ccc(C(=O)NCCN(Cc2ccccc2)C(C)C)o1,1.7,-1,-2,-0.2,0.2,-0.1,-1.2,0.3,-14,1,-0.8
CN(C)CC[n+]1ccc(C(=O)c2ccccc2)cc1,-0.4,-3,-3,-0.1,5.1*,-0.7,1.6,-0.5,7,1,-0.4
Cc1ccc(CS(=O)(=O)CCC(=O)O)cc1,0.5,2,7,-0.5,2.5,-0.3,0.5,0.2,2,4,-0.9
NC(=S)N/N=C/c1ccc(C(F)(F)F)cc1,1.1,1,-4,-1.5,-0.5,-0.5,1.8,-0.9,8,2,-0.8
CCCCOC(=O)C1C2C=C[C@]3(CN(CCCOC)C(=O)[C@H]13)O2 (stereo not given in full),-0.6,1,5,-0.2,-0.4,-0.2,0.1,0.2,1,3,-1.2
COc1ccc(NCc2cc(=O)[nH]c3ccccc23)cc1,1.2,0,0,0.1,-0.5,0.9,0.3,-0.9,6,-4,0.2
CCOC(=O)C1CCN(CC(O)COc2ccc(C(C)(C)C)cc2)CC1 (stereo not given),3.1,-1,0,1.6,-0.7,0.3,-3.5,-0.8,-5,4,-1.6
Cn1c(SCC(=O)N2CCCC2)nnc1-c1ccc(S(=O)(=O)N2CCCC2)cc1,0.2,0,-1,-0.3,-0.3,-0.2,-0.9,-2.2,1,9,-1.6
CC(C)C(=O)N1CCN(c2cc(N3CCN(C)CC3)c(F)cc2[N+](=O)[O-])CC1,4.0,-3,3,-0.9,-0.1,0.6,-2.2,1.5,-1,-2,-1.2
Cc1nc2ccccc2c(=O)n1NC(=O)c1cncc(Br)c1,0.3,0,4,0.7,-0.3,-0.1,0.8,3.1,2,1,-0.5
O=C(CN1C(=O)CCC1=O)Nc1ccc(Cc2ccc(NC(=O)CN3C(=O)CCC3=O)cc2)cc1,-0.4,-1,-3,0.2,0.1,-0.1,0.8,-0.1,-2,0,-0.8
O=C(O)c1cnc(-c2ccccc2)nc1C(F)(F)F,1.6,-1,-1,1.6,3.0,0.6,2.1,-0.7,2,5,-0.7
COc1cccc(CNc2nc3ccc(NC(C)=O)cc3s2)c1,0.4,3,9,0.2,1.9,0.5,1.6,0.3,-1,1,-1.0
Oc1ccc(-c2nccc(-c3ccc(Br)cc3)n2)cc1,1.6,0,-11,0.4,0.7,0.1,0.2,-2.2,-56,-1,-1.0
CC(C)Oc1ccc(/C=C/C(=O)NCC2COc3ccccc3O2)cc1 (stereo not given),-2.7,0,-3,-0.7,-0.4,0.6,-2.1,-2.4,-7,-1,-1.2
COc1ccc(CCN(C)C(=O)CCCN2C(=O)c3cccc4cccc(c34)C2=O)cc1OC,-2.9,3,-1,-1.7,-0.8,1.2,3.1,-3.0,-4,2,-1.6

# Screening data from PubChem.
